DDE Tn6 FP inh: inhibitors of Tn6 peptide binding to human fibrin DD(E). Fibrin DD(E) TRITC-Tn6 fluorescence polarization displacement. hit rate 0.21% among 370,000. P02675. inhibition, % at 8.3 µM;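 active means inhibition above a per-campaign cutoff: mean of compounds within control limits plus 3 SD, cut at about 15% in these data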;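 further: 0% = median of all compound wells on the plate and 100% = blocking peptide control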
Tn7 DDE FP: inhibitors of Tn7 peptide binding to human fibrin DD(E); AID 720508; P02675; FP displacement of FITC-Tn7 peptide from fibrin DD(E); 0% = median of compound wells per plate; hit rate 0.13% among 370,000; inhibition, % at 8.3 µM;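 active means inhibition above the mean of compounds falling within the control limits plus 3 SD of them, cut at about 14% in these data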;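 further: 0% = plate median of compound wells and 100% = 10 µM Aha-Tn7 peptide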
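System: human fibrin DD(E); quantity: Fibrin-DD(E) at 2 µM final; also added: fluorescent Tn7 probe at 0.1 µM; compound dosing: single nominal test concentration of 8.3 µM per compound; schedule: 10 min preincubation, 3 h with tracer, room temperature; detection: fluorescence polarization of the labelled Tn7 tracer; repeats: one replicate per compound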
TDP2 inh: TDP2 (human) inhibition, absorbance primary screen. hit rate 0.34% among 370,000. recombinant TDP2, T5PNP hydrolysis, p-nitrophenol absorbance 415 nm. inhibition, % at 12.8 µM;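 active means inhibition above the mean of all tested compounds plus 3 SD, set per campaign, cut at about 25% in these data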;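 further: 0% = DMSO with enzyme and 100% = buffer with substrate but no TDP2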
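Test system: human TDP2 enzyme; Input: 120 nM TDP2 per well; Buffer or medium: Mg2+-containing Tris-HCl buffer, pH 7.5; Reagent: 5 mM T5PNP; Dosing: 12.8 µM single point, 1% DMSO; Incubation: reaction 2 h, 37 °C; Detection: p-Nitrophenol epi absorbance; Read-out: % inhibition relative to enzyme-containing and enzyme-free wells; Replicates: single well per compound.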
LEDGF integ inh: blocks HIV-1 LEDGF/p75-dependent DNA integration; TR-FRET IN-LEDGF/p75 DNA integration, Eu/Cy5; hit rate 0.64% among 370,000; AID 743269; inhibition, % at 3.7 µM;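 active means inhibition above the screen-wide mean plus 3 SD, cut at about 13% in these data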;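 further: signal is the Cy5 over europium emission ratio at 671 and 618 nm; 0% = plate median of compound wells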
proKLK7 act: activators of human kallikrein-7 zymogen; P49862; AID 652039; purified proKLK7, EDANS-DABCYL substrate fluorescence; 100% is mature enzyme control, 0% vehicle; hit rate 0.9% among 370,000; activation, % at 7 µM;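 active means activation above the mean of all tested compounds plus 3 SD, computed per campaign excluding outliers beyond control limits, cut at about 13% in these data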
Target sequence (P49862 whole entry, looked up): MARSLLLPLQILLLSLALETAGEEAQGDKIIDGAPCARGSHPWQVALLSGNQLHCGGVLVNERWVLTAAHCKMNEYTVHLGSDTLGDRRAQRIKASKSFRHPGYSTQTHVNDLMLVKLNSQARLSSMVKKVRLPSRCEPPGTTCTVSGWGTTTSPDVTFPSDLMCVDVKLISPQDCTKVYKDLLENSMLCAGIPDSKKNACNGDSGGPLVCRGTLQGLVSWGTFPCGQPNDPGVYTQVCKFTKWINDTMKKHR
ADAM17 inh: inhibits human ADAM17. P78536. hit rate 0.83% among 370,000. inhibition, % at 6.95 µM. AID 720648. recombinant ADAM17, EDANS/DABCYL FRET peptide cleavage;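 active means inhibition above the mean of compounds lying between control limits plus 3 SD, set per campaign, cut at about 8.5% in these data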;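 further: 0% = DMSO-only wells as the low control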
ASAP1 inh: ASAP1 ArfGAP inhibition. ASAP1-stimulated ARF1 GTP hydrolysis, GDP FP detection. inhibition, % at 16.5 µM. hit rate 0.19% among 360,000. AID 624377; in the data active means inhibition above about 25%;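 further: 0% = vehicle with enzyme and substrate and 100% = no enzyme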
ARFGAP1 inh: rat ARFGAP1 inhibition; Q62848; Arfgap1-stimulated ARF1 GTP hydrolysis, GDP FP detection; inhibition, % at 16.5 µM; hit rate 0.26% among 360,000; AID 651572;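 active means inhibition above a per-plate limit, mean inhibition of low control wells plus 3 SD, cut at about 25% in these data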;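 further: 0% = DMSO wells with enzyme and 100% = wells lacking Arfgap1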
Target sequence (Q62848 1-136 limits assumed): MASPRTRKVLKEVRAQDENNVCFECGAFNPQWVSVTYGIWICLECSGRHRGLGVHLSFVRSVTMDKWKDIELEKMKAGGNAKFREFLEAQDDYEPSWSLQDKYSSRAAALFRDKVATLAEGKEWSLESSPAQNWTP
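system = rat Arfgap1 catalytic domain, aa 1-136 | technique = FP, GDP Alexa 633 tracer displaced from anti-GDP antibody, 620/688 nm | compound = one concentration, 16.5 µM, DMSO 1.26% | medium = HEPES-based buffer, pH 7.5 | timing = compound-enzyme preincubation 20 min, reaction 120 min, detection 60 min, 25 °C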
PLC-gamma1 inh: inhibitors of human phospholipase C gamma1; P19174; purified PLC-gamma1, fluorogenic substrate, fluorescence; inhibition, % at 12.2 µM; hit rate 0.84% among 370,000; in the data active means inhibition above about 9.5%
ADAM10 inh: inhibits human ADAM10. hit rate 0.62% among 370,000. recombinant ADAM10, EDANS/DABCYL FRET peptide cleavage, 3 h. inhibition, % at 7 µM. AID 720582;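 active means inhibition above a per-campaign cutoff equal to the mean of compounds falling between control-based bounds plus 3 SD, cut at about 20% in these data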;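 further: 0% = DMSO wells while the 100% control is not disclosed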
Target sequence (O14672 214-748 limits assumed): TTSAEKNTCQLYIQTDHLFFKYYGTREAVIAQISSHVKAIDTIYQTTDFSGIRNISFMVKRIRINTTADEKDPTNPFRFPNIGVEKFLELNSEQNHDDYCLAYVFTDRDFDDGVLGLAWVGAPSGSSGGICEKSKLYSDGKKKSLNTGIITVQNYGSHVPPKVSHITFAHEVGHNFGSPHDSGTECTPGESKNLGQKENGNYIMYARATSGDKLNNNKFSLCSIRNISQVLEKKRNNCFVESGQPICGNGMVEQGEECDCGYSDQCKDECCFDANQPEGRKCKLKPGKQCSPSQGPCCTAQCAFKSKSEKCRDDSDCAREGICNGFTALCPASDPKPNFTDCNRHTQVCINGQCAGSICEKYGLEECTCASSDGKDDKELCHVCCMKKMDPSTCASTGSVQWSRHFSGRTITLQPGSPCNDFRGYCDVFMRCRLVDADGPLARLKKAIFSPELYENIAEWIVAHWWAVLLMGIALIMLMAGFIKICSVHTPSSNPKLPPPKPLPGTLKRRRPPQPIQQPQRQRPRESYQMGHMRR
Numbers without * were called inactive; i = inactive. Rows are unselected. Share with any hit: about 4.2%.

SMILES	DDE Tn6 FP inh	Tn7 DDE FP	TDP2 inh	LEDGF integ inh	proKLK7 act	ADAM17 inh	ASAP1 inh	ARFGAP1 inh	PLC-gamma1 inh	ADAM10 inh
COc1ccc(/C=C/C2=CC(C)(C)NC(=S)N2)cc1	1	1	3	0	0.1	1	19	6	0	0
Cc1ccc(S(=O)(=O)CCC(=O)Nc2nnc(-c3cccs3)o2)cc1	2	-6	0	3	-0.1	-9	-13	12	-4	-15
O=C1O[C@@H](c2ccccc2)C[C@@H](O)C(=O)CCCCc2ccccc21	7	3	11	-4	0.0	3	-5	-16	-2	1
Cc1cccc(OCCNc2cc(N3CCOCC3)ccc2[N+](=O)[O-])c1	7	12	-10	-1	0.2	1	-1	5	2	-4
O=c1[nH]c2ccccc2nc1/C=C/c1ccc(F)cc1	7	3	0	1	-6.5	-47	-4	-10	-169	-123
CC(=O)c1cccc(NC(=O)COC(=O)C2=COCCO2)c1	0	-5	9	0	0.1	0	-12	16	1	0
CC(C)NC(=O)C1(C)CSCC(=O)N1C1CCN(Cc2ccccc2)CC1 (configuration not stated)	-2	3	3	0	-0.3	-4	1	-1	2	-6
Cc1cc(Cl)ccc1OCC(=O)N1CCN(c2ncccn2)CC1	-1	11	-5	-3	-0.8	-5	-4	7	-5	-8
O=C(/C=C/c1ccco1)N/C(=C\c1ccco1)C(=O)NCCc1nc2ccccc2[nH]1	0	3	4	6	0.3	-3	7	6	-16	-6
CCCCN(CC)CCNC(=O)C1c2cc(OC)c(OC)cc2C(=O)N2CCc3ccccc3C12 (configuration not stated)	3	-4	5	-1	-0.3	-2	2	2	5	3
CC(C)(C)NC(=O)NC(=O)COC(=O)COc1ccc2c(c1)CCC2	0	-4	1	-3	-0.2	1	20	0	7	0
COc1ccc(C(C(=O)NCC2CCCO2)N(C(=O)c2snc(C(N)=O)c2N)c2ccccc2)cc1OC (configuration not stated)	5	-4	-13	-2	1.2	-51	-7	8	-38	-157
CCOc1ccc(CCNC(=O)C2CCN(C(=O)N(C)C)CC2)cc1OCC	0	4	-8	-2	0.7	0	-17	-3	1	-1
Cc1ccc(S(=O)(=O)N(C)C)cc1NC(=O)C(C)OC(=O)c1ccc2ccccc2n1 (configuration not stated)	6	6	-9	-1	-0.3	-7	10	3	1	-7
O=C(Nc1ccc(Oc2ccccc2)cc1)c1cnc2n(c1=O)CCS2	8	-3	-4	-2	0.4	5	9	-5	-9	-7
CCCCNC(=O)c1nc(-c2cnc(C)cn2)oc1-c1ccc(Cl)cc1	-7	-6	-16	4	-10	-67	5	9	-100	-259
NC(=S)N/N=C/c1coc2ccc(Cl)cc2c1=O	5	-1	-2	-3	0.8	-1	4	-5	-9	5
Cc1ccnc(Nc2nc(-c3ccc(O)cc3O)cs2)c1	-7	-7	-17	5	7.2	0	4	9	1	1
CC1CCCN(C(=O)CSc2ncccn2)C1 (configuration not stated)	2	8	3	-9	0.4	-4	-3	1	-4	8
Cc1ccc(C2Nc3ccccc3NC3=C2C(=O)OC(C)C3)cc1 (configuration not stated)	2	-2	3	-2	0.4	2	3	1	-3	-4
CSc1cccc(NS(=O)(=O)c2ccc3c(c2)NC(=O)C(C)C(=O)N3)c1 (configuration not stated)	-4	-5	8	-2	-0.2	-2	-4	0	-3	-10
c1cc(C2OCCN2CC2COC3(CCCC3)O2)ccn1 (configuration not stated)	-1	2	1	-2	-0.5	-1	9	1	1	-2
Cc1cc(N2CCN(C)CC2)nc(-c2ccccc2O)n1	7	-8	-1	4	0.3	-1	14	10	-40	10
CCC(C(=O)OCC(=O)NC(=O)c1ccccc1OC)c1ccccc1 (configuration not stated)	-3	-4	-5	3	0.4	-2	-4	3	-2	6
C/C(=N\NC(=S)Nc1cccc(C)c1)c1cc2ccccc2o1	2	9	-7	3	-0.7	3	4	6	-2	0
COc1ccc(/C=N/n2c(-c3cccs3)n[nH]c2=S)cc1	-3	2	-3	-1	0.6	-7	-6	0	-15	-14
Cc1cccc(NC(=O)c2ccccc2SCc2ccc(F)cc2)n1	0	-4	10	53*	0.4	1	11	11	0	3
CCOC(=O)C1CCCN(C(=O)c2cc3c(-c4cccc(OC)c4)nn(C)c3s2)C1 (configuration not stated)	10	6	-6	-3	-0.2	3	-3	-2	-9	2
CC(C)(C)OC(=O)N1CCN(C(=O)c2[nH]c(C(F)(F)F)nc2-c2ccccc2)CC1	7	2	3	-3	0.0	-5	-11	-4	-2	3
CC(C)(C)c1nnc(SCC(=O)Nc2ccc(N3CCCCC3)cc2)n1N	-11	0	2	-1	-0.2	-5	-7	-7	1	-1
CCN1C(=NCCCCO)N[C@@H](c2cccc(C(F)(F)F)c2)C(C(=O)OC)=C1C	-5	6	-1	7	0.1	-1	7	10	-2	-5
N#Cc1ccc(C(=O)OCC(=O)Nc2ccc(N3CCOCC3)cc2)cc1	-5	1	8	2	0.5	-3	1	13	-2	2
c1ccc(-c2nc(C3CCCCC3)no2)cc1	-12	-10	7	2	-0.7	-4	-2	2	0	-3
CCOC(=O)C(C)Oc1cccc2c(=O)n(CC(=O)Nc3ccc(OCC)cc3)ccc12 (configuration not stated)	3	5	-15	-2	0.1	0	16	-5	-2	-15
CCOC(=O)N1CCN(C(=O)CN(C2CCCCC2)S(=O)(=O)c2ccc(C)cc2)CC1	-6	4	6	0	0.4	-1	0	0	-1	3
Cc1nonc1CN(C)C(=O)CC1C(=O)NCCN1Cc1ccc(F)c(F)c1 (configuration not stated)	0	6	-8	4	0.2	-1	-13	5	-6	4
COc1ccc(NC(=O)C2CCC(CNC(=O)[C@@H]3Cc4ccccc4CN3)CC2)cc1 (some centres not stated)	-3	2	-1	1	0.3	-5	-6	3	0	-5
CCCCCN(C(=O)CCC(=O)OCCOc1ccc(OCC)cc1)c1c(N)n(CCCC)c(=O)[nH]c1=O	-1	-5	-2	0	0.0	0	4	11	3	1
CCc1ccc(NC(=O)C2CCN(S(=O)(=O)c3ccc4c(c3)NC(=O)C(C)S4)CC2)cc1 (configuration not stated)	-7	6	-1	5	0.3	14*	0	14	7	26*
COc1cccc(C2C(C(=O)OC(C)C)=C(C)Nc3ncnn32)c1 (configuration not stated)	2	-2	-11	1	-0.1	1	7	0	0	5
Cc1ccc(N2CC(C(=O)Nc3ccccc3OC(F)F)CC2=O)cc1 (configuration not stated)	-4	-1	7	-5	0.3	-2	0	5	-2	-12
CC(=O)NN1C(=O)/C(=C\c2ccc(C)cc2)SC1=S	2	1	-7	2	-0.3	-1	12	0	-4	9
CC(=O)c1cccc(NC(=O)c2ccc3c(c2)CCN3S(=O)(=O)c2ccccc2)c1	-1	5	-1	-3	0.1	5	-1	11	1	23*
Cn1cc(C(N)=O)c2ccccc21	-3	-1	-3	3	-0.1	-2	1	8	-22	-11
CCOC(=O)c1nnn(CC(=O)Nc2cccc(Cl)c2C)c1C(=O)OCC	6	0	2	1	-0.4	0	4	1	2	4

Shown as a hit in ADAM17 inh, of those listed so far:
SMILES	DDE Tn6 FP inh	Tn7 DDE FP	TDP2 inh	LEDGF integ inh	proKLK7 act	ADAM17 inh	ASAP1 inh	ARFGAP1 inh	PLC-gamma1 inh	ADAM10 inh
CCc1ccc(NC(=O)C2CCN(S(=O)(=O)c3ccc4c(c3)NC(=O)C(C)S4)CC2)cc1 (configuration not stated)	-7	6	-1	5	0.3	14*	0	14	7	26*

More records:
SMILES	DDE Tn6 FP inh	Tn7 DDE FP	TDP2 inh	LEDGF integ inh	proKLK7 act	ADAM17 inh	ASAP1 inh	ARFGAP1 inh	PLC-gamma1 inh	ADAM10 inh
Cc1cccc(C(=O)Nc2ccc(C(=O)c3ccccc3)cc2)c1	-7	-3	-15	1	0.6	9	-8	9	6	19
CCCCCNCc1ccc(OCc2ccc(Cl)nc2)c(OC)c1	0	7	4	5	0.1	-1	5	-5	6	-5
Cc1ccc(Cn2c(=N)c(C(=O)NCCN3CCOCC3)cc3c(=O)n4ccccc4nc32)cc1	-12	5	-4	1	0.8	-209	-10	10	-154	i
N#Cc1c(NC(=O)c2ccccc2)sc2c1CCC2	1	7	4	-2	1.2	-25	-13	3	-20	-49
COc1ccc(-c2nnc(SCc3ccccc3F)o2)cc1OC	-7	-3	-11	-1	0.0	5	0	-10	8	6
CC(C)Oc1ccc(C(=O)Nc2ccccc2N2CCOCC2)cc1	3	4	-3	1	-0.3	-3	-1	7	-2	1
COC(=O)c1ccc2c(=O)n(CCN3CCOCC3)c(SCC(=O)Nc3cccc(OC)c3)nc2c1	8	-2	5	-1	-0.1	-2	8	-4	-5	-11
O=C(Cn1nnc(-c2ccccc2)n1)N1CCCCC1	-2	1	-11	4	-0.1	2	1	-10	6	16
COc1cccc(N2CC(NC(=O)c3ccc4ccccc4c3)CC2=O)c1 (configuration not stated)	6	7	11	-1	-0.5	-1	-1	2	-3	-5
Nc1cccc(C(=O)Nc2ccco2)c1	1	-2	6	0	-0.7	-1	2	1	1	5
COc1ccc(CCNC(=O)C2CCC(=O)N(C3CCCCCC3)C2)cc1 (configuration not stated)	-6	-3	-3	-1	0.1	6	-1	18	1	-5
CN(Cc1nc2ccc(F)cc2[nH]1)Cc1nc(CC2CC2)no1	1	1	6	-3	0.0	0	1	3	-10	-6
CCOc1ccccc1N1CCN(CC(=O)N(CC(C)C)c2c(N)n(CC(C)C)c(=O)[nH]c2=O)CC1	8	-1	-10	0	1.1	-2	2	12	-2	-7
Cc1cccc(C)c1NC(=O)NC1(C(=O)N2CCN3CCCC3C2)CCCCC1 (configuration not stated)	5	3	4	-2	-0.4	-2	0	9	1	3
O=C(NCC(c1cccs1)N1CCOCC1)c1cc(S(=O)(=O)N2CCOCC2)ccc1Cl (configuration not stated)	1	3	-2	3	0.3	-2	4	3	-4	-11
O=C(OCC(=O)N1CCc2ccccc2C1)c1ccc(OC(F)F)cc1	-2	0	-2	-1	-1.0	1	-12	-1	-5	5

3 entries already listed, arranged by the number in ADAM10 inh, low to high:
SMILES	DDE Tn6 FP inh	Tn7 DDE FP	TDP2 inh	LEDGF integ inh	proKLK7 act	ADAM17 inh	ASAP1 inh	ARFGAP1 inh	PLC-gamma1 inh	ADAM10 inh
O=C(NCC(c1cccs1)N1CCOCC1)c1cc(S(=O)(=O)N2CCOCC2)ccc1Cl (configuration not stated)	1	3	-2	3	0.3	-2	4	3	-4	-11
COc1cccc(N2CC(NC(=O)c3ccc4ccccc4c3)CC2=O)c1 (configuration not stated)	6	7	11	-1	-0.5	-1	-1	2	-3	-5
Nc1cccc(C(=O)Nc2ccco2)c1	1	-2	6	0	-0.7	-1	2	1	1	5

Assay outcomes as filed in PubChem BioAssay.
